M1 ag parental: counter-screen for M1 agonists: effect in parental CHO-K1 cells; Fluo-8 calcium fluorescence; scaled to maximal ATP response, vehicle zero; activation, % at 3 µM; 360,000 tested, 0.48% active; AID 602248, 2012; in the data active means activation above about 15%;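 further: untransfected CHO-K1 host cells lacking M1 receptor as counterscreen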
OXTR potentiator: human OXTR potentiators, primary screen, fluorescence, CHO-OTR cells, Fluo-8 calcium; Oxytocin receptor (Homo sapiens), P30559; Fluo-8 calcium fluorescence, potentiator mode; 0% = oxytocin EC15, 100% = EC100; activation, % at 3 µM; 320,000 tested, 0.061% active; AID 2445, 2010;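 active means activation above that plate's cutoff, the mean activation of tested compounds plus 3 SD, cut at about 6.6% in these data, passing the limit was not always enough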;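 further: 100% uses oxytocin at 75 nM as the full agonist control; some results filed as inactive read as strong as hits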
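System: human OTR in CHO cells / Also added: sub-maximal oxytocin, roughly EC15 / Control set: EC15 oxytocin low, 75 nM oxytocin high / Schedule: 6 min compound pre-incubation at room temperature, 100 s kinetic read / Compound: single-point 3.0 µM / Replication: singlicate / Technique: Fluo-8 calcium dye fluorescence / Read-out basis: % activation of max/min ratio relative to oxytocin controls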
CHRM4 agonist: human M4 muscarinic receptor agonists, primary screen, CHO-K1 cells, Fluo-8 calcium fluorescence | Muscarinic acetylcholine receptor M4 (Homo sapiens), P08173 | CHO-K1 hM4/Gqi5; vehicle 0%, full acetylcholine response 100% | activation, % at 3 µM | 360,000 tested, 0.14% active;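 active means activation above the run mean over all test wells plus 3 SD, cut at about 32% in these data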;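 further: peak over basal fluorescence ratio per well then scaled between controls; 0% = DMSO wells and 100% = acetylcholine at EC100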
Target sequence (P08173 whole entry, looked up): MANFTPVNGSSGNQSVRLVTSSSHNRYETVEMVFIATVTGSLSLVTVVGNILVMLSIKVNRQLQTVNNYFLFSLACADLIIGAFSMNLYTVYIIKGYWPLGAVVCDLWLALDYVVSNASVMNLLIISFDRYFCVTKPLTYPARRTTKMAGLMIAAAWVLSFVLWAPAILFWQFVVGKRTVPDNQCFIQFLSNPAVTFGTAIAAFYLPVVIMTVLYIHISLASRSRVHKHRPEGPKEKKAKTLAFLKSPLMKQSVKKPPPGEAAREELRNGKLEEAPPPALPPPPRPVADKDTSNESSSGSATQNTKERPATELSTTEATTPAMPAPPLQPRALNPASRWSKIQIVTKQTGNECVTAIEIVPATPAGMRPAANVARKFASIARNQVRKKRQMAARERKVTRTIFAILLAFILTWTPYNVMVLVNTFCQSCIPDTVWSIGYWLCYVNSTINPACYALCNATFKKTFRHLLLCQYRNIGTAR
CHO parental Ca: ATP-evoked calcium signal inhibitors, parental CHO, primary screen, counter-screen for OX1R antagonist project, cell-based, fluorescence, Fluo-8 calcium dye. parental CHO-K1, ATP-induced calcium, Fluo-8 fluorescence. inhibition, % at 5.6 µM. 330,000 tested, 0.63% active. AID 463079, 2010;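 active means inhibition above that plate's mean sample inhibition plus 3 SD, cut at about 26% in these data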;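 further: 0% = ATP-challenged DMSO wells and 100% = DMSO wells without ATP; some compounds past the cut are filed as inactive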
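Measured by: calcium-sensitive Fluo-8 fluorescence / Test system: CHO parental line / Controls: ATP-challenged DMSO wells low, unchallenged DMSO wells high / Measure: % inhibition / Compound: single nominal dose of 5.6 µM per compound / Replicates: single well per compound, no replicates / Reagent: ATP as calcium-mobilizing challenge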
M1 antag: human M1 muscarinic receptor antagonists, primary screen, CHO-K1 cells, Fluo-8 calcium fluorescence, 1536-well; Muscarinic acetylcholine receptor M1 (Homo sapiens), P11229; CHO-K1 hM1, ACh EC80 antagonist; inhibition, % at 3 µM; 360,000 tested, 1.3% active; AID 588852, 2011;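 active means percent inhibition above its own plate's cutoff, namely the mean of that plate's compound wells plus 3 SD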;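 further: peak over basal fluorescence ratio during 140 s after agonist addition; 0% = ACh EC80 plus DMSO and 100% = DMSO alone without agonist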
Target sequence (P11229 whole entry, looked up): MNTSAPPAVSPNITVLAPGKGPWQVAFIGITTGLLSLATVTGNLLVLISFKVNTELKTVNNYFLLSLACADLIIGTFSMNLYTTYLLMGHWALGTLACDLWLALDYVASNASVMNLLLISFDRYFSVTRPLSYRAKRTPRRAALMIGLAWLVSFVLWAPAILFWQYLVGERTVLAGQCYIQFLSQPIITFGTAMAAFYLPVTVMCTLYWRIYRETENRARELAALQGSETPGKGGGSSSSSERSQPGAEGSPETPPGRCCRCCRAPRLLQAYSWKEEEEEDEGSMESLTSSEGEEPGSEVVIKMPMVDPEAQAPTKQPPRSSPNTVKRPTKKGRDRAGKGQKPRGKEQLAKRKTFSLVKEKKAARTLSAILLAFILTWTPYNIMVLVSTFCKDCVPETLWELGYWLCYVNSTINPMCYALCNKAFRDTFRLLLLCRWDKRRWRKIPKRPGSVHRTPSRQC
CHO-K1 Ca antag: nonselective inhibitor or artifact in parental CHO-K1 cells. 360,000 tested, 0.6% active. ATP-induced calcium, Fluo-8 fluorescence. inhibition, % at 3 µM. AID 602250;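 active means inhibition above a per-plate cutoff, the plate's mean sample inhibition plus 3 SD, cut at about 24% in these data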;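 further: 0% = DMSO plus EC80 ATP and 100% = DMSO alone without ATP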
CHRM1 PAM: human M1 muscarinic receptor positive allosteric modulators, primary screen, CHO-K1 cells, Fluo-8 calcium fluorescence, 1536-well; CHO-K1 hM1, ACh EC20; 0% = ACh EC20, 100% = maximal ACh; activation, % at 3 µM; 360,000 tested, 0.088% active; Muscarinic acetylcholine receptor M1 (Homo sapiens), P11229; in the data active means activation above about 19%, passing the limit was not always enough
CHRM1 agonist: human M1 muscarinic receptor agonists, primary screen, Fluo-8 calcium fluorescence, CHO-K1 cells, HTS; Muscarinic acetylcholine receptor M1 (Homo sapiens), P11229; CHO-K1 hM1, agonist mode; 0% DMSO, 100% acetylcholine EC100; activation, % at 3 µM; 360,000 tested, 0.33% active;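 active means activation above the run's mean compound activation plus 3 SD, cut at about 16% in these data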;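 further: peak over basal fluorescence ratio within a 140 s kinetic read after compound addition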
M4 antag: human M4 muscarinic receptor antagonists, primary screen, CHO cells, Fluo-8 calcium fluorescence; inhibition, % at 3 µM; 360,000 tested, 0.73% active; Muscarinic acetylcholine receptor M4 (Homo sapiens), P08173; CHO-hM4 cells, ACh EC80;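 active means inhibition above its plate's cutoff, the mean inhibition of sample wells plus 3 SD, cut at about 27% in these data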;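 further: 0% = acetylcholine EC80 with DMSO and 100% = DMSO without agonist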
An asterisk follows results filed as active.

For Cc1cccc(NC(=O)c2ccc(NCC3CCCO3)c([N+](=O)[O-])c2)c1 (stereo not given) the results were M1 ag parental 4.5, OXTR potentiator -6, CHRM4 agonist 7, CHO parental Ca -28, M1 antag -8, CHO-K1 Ca antag -10, CHRM1 PAM 5, CHRM1 agonist -6 and M4 antag -5.
For O=C(O)c1[nH]c2ccccc2c1CC(=O)N1CCOCC1 the results were M1 ag parental 0.8, OXTR potentiator -1, CHRM4 agonist 1, CHO parental Ca -4, M1 antag 6, CHO-K1 Ca antag -12, CHRM1 PAM -5, CHRM1 agonist -3 and M4 antag -2.
Screening Cc1[nH]c2ccccc2c1C(=O)COC(=O)C1CCC(=O)N1 (stereo not given) returned M1 ag parental 0.0, OXTR potentiator -5, CHRM4 agonist 1, CHO parental Ca -1, M1 antag -40, CHO-K1 Ca antag -6, CHRM1 PAM 4, CHRM1 agonist 1 and M4 antag 5.
`CCc1ccc(NC(=O)c2cc(C)nn2-c2ccccc2)cc1` gave M1 ag parental -0.5, OXTR potentiator -3, CHRM4 agonist -1, CHO parental Ca -15, M1 antag 4, CHO-K1 Ca antag -3, CHRM1 PAM 1, CHRM1 agonist -6 and M4 antag 4.
For CCn1c(SCC(=O)NC2CCCc3ccccc32)nnc1-c1cccs1 (stereo not given) the results were M1 ag parental 0.6, OXTR potentiator -3, CHRM4 agonist 2, CHO parental Ca -15, M1 antag -43, CHO-K1 Ca antag -7, CHRM1 PAM 5, CHRM1 agonist -3 and M4 antag 3.
For CCN1C(=O)[C@H]2[C@@H](c3ccc(C)cc3)N[C@]3(CCCN(Cc4ccc(Cl)cc4)C3=O)[C@H]2C1=O the results were M1 ag parental 0.4, CHRM4 agonist 0, M1 antag -4, CHO-K1 Ca antag -1, CHRM1 PAM -1, CHRM1 agonist -5 and M4 antag -10.
CCN(CC)S(=O)(=O)c1cccc(C(=O)OCC(=O)c2ccc3c(c2)NC(=O)CO3)c1 was read as M1 ag parental 17*, OXTR potentiator -14, CHRM4 agonist 30, CHO parental Ca 9, M1 antag 33, CHO-K1 Ca antag 5, CHRM1 PAM -27, CHRM1 agonist -3 and M4 antag 18.
Screening COc1ccccc1NC(=O)CSCC(=O)N1c2ccccc2CCc2ccccc21 returned M1 ag parental 0.8, OXTR potentiator -15, CHRM4 agonist 2, CHO parental Ca -27, M1 antag 1, CHO-K1 Ca antag -3, CHRM1 PAM -6, CHRM1 agonist -9 and M4 antag -10.
Screening COCCCNCCCCOc1ccc(C)cc1[N+](=O)[O-] returned M1 ag parental 0.1, OXTR potentiator -5, CHRM4 agonist 0, CHO parental Ca -12, M1 antag 10, CHO-K1 Ca antag 0, CHRM1 PAM -5, CHRM1 agonist -8 and M4 antag -1.
For COc1ccccc1C(=O)N1C(CC(=O)Nc2ccccc2C)C(=O)NC2CCCCC21 (stereo not given) the results were M1 ag parental 4.2, OXTR potentiator -16, CHRM4 agonist 9, CHO parental Ca -10, M1 antag -6, CHO-K1 Ca antag -12, CHRM1 PAM 0, CHRM1 agonist 0 and M4 antag -10.
`CC(NC(=O)C1CCCCC1)C(c1cccs1)N1CCN(C)CC1` (stereo not given) gave M1 ag parental -0.2, OXTR potentiator -3, CHRM4 agonist 0, CHO parental Ca 2, M1 antag -11, CHO-K1 Ca antag 6, CHRM1 PAM 7, CHRM1 agonist -4 and M4 antag 1.
CCCCc1c(O)nc(SCC(=O)c2ccccc2)n(-c2ccccc2OC)c1=O was read as M1 ag parental -0.2, OXTR potentiator -4, CHRM4 agonist 0, CHO parental Ca -32, M1 antag -7, CHO-K1 Ca antag 4, CHRM1 PAM 14, CHRM1 agonist 3 and M4 antag 3.
Screening CCn1c(C)nc2cc(C(=O)NNC(=O)Nc3ccc(Cl)cc3)ccc21 returned M1 ag parental 0.0, OXTR potentiator -1, CHRM4 agonist 0, CHO parental Ca -6, M1 antag -3, CHO-K1 Ca antag 8, CHRM1 PAM 0, CHRM1 agonist -3 and M4 antag -7.
C=C(C)C1CC=C(C)/C(=N\NC(=O)CNc2ccccc2OC)C1 (stereo not given) was read as M1 ag parental 0.0, OXTR potentiator -2, CHRM4 agonist 1, CHO parental Ca -12, M1 antag 3, CHO-K1 Ca antag 4, CHRM1 PAM -5, CHRM1 agonist -8 and M4 antag -8.
O=C(Nc1cc(Cl)cc(Cl)c1)c1coc(=O)c(Br)c1 was read as M1 ag parental 7.5, OXTR potentiator -2, CHRM4 agonist 7, CHO parental Ca 0, M1 antag 7, CHO-K1 Ca antag 4, CHRM1 PAM -5, CHRM1 agonist 4 and M4 antag 4.
Nc1nnc(CSCc2ccc(F)cc2)s1 was read as M1 ag parental 0.0, OXTR potentiator 0, CHRM4 agonist 0, CHO parental Ca -4, M1 antag 3, CHO-K1 Ca antag 9, CHRM1 PAM 3, CHRM1 agonist 2 and M4 antag 18.
For C/C(=N\N1CCN(Cc2ccccc2)CC1)c1ccco1 the results were M1 ag parental -0.3, OXTR potentiator -8, CHRM4 agonist 1, CHO parental Ca -8, M1 antag 5, CHO-K1 Ca antag 4, CHRM1 PAM -4, CHRM1 agonist -5 and M4 antag 7.
Screening O=C(CNC(=O)OCc1ccccc1)NC1CCCCNC1=O (stereo not given) returned M1 ag parental 1.3, OXTR potentiator -8, CHRM4 agonist 0, CHO parental Ca 11, M1 antag -11, CHO-K1 Ca antag -11, CHRM1 PAM 9, CHRM1 agonist -3 and M4 antag 8.
For COc1ccccc1NC(=O)COC(=O)CCc1ccc(S(=O)(=O)N2CCOCC2)cc1 the results were M1 ag parental 2.2, OXTR potentiator -9, CHRM4 agonist 4, CHO parental Ca -13, M1 antag 7, CHO-K1 Ca antag -11, CHRM1 PAM -3, CHRM1 agonist -2 and M4 antag 7.
`COC(=O)NC(=C(Cl)Cl)S(=O)(=O)c1ccccc1` gave M1 ag parental 0.4, OXTR potentiator -2, CHRM4 agonist 0, CHO parental Ca -14, M1 antag -12, CHO-K1 Ca antag -22, CHRM1 PAM 7, CHRM1 agonist -4 and M4 antag -6.

Overlap with the part before: 2 compounds, then new ones.
For COc1ccccc1NC(=O)COC(=O)CCc1ccc(S(=O)(=O)N2CCOCC2)cc1 the results were M1 ag parental 2.2, OXTR potentiator -9, CHRM4 agonist 4, CHO parental Ca -13, M1 antag 7, CHO-K1 Ca antag -11, CHRM1 PAM -3, CHRM1 agonist -2 and M4 antag 7.
`COC(=O)NC(=C(Cl)Cl)S(=O)(=O)c1ccccc1` gave M1 ag parental 0.4, OXTR potentiator -2, CHRM4 agonist 0, CHO parental Ca -14, M1 antag -12, CHO-K1 Ca antag -22, CHRM1 PAM 7, CHRM1 agonist -4 and M4 antag -6.
`NC(=O)N/N=C/c1ccccc1OC(=O)c1ccccc1Br` gave M1 ag parental 1.7, OXTR potentiator -10, CHRM4 agonist 5, CHO parental Ca -10, M1 antag -3, CHO-K1 Ca antag -10, CHRM1 PAM -1, CHRM1 agonist 0 and M4 antag -9.
Screening Cc1ccc2nc3c(cc(C(=O)NCCc4ccccc4)c(=N)n3CCCN3CCOCC3)c(=O)n2c1 returned M1 ag parental 0.1, OXTR potentiator -4, CHRM4 agonist 0, CHO parental Ca 5, M1 antag 11, CHO-K1 Ca antag -14, CHRM1 PAM -10, CHRM1 agonist -15 and M4 antag 6.
For COc1ccc(CNC(=O)CN(C(=O)CCC(=O)Nc2nccs2)c2ccccc2C)cc1 the results were M1 ag parental 1.9, OXTR potentiator -4, CHRM4 agonist 3, CHO parental Ca -20, M1 antag -10, CHO-K1 Ca antag -17, CHRM1 PAM 11, CHRM1 agonist -3 and M4 antag -9.
Screening COc1ccc(CNC(=O)c2coc(=O)c3ccccc23)cc1 returned M1 ag parental 4.6, OXTR potentiator -2, CHRM4 agonist 4, CHO parental Ca -8, M1 antag -5, CHO-K1 Ca antag -15, CHRM1 PAM 6, CHRM1 agonist -3 and M4 antag -4.
Screening Cc1cccc(C(=O)O)c1NC(=O)Cc1cccc2ccccc12 returned M1 ag parental 0.3, OXTR potentiator -3, CHRM4 agonist 0, CHO parental Ca -9, M1 antag -12, CHO-K1 Ca antag -13, CHRM1 PAM 7, CHRM1 agonist -4 and M4 antag -12.
COC(=O)c1scc(C)c1S(=O)(=O)Nc1ccc(C)cc1 was read as M1 ag parental 0.0, OXTR potentiator 5, CHRM4 agonist 0, CHO parental Ca -4, M1 antag -1, CHO-K1 Ca antag -19, CHRM1 PAM -4, CHRM1 agonist -5 and M4 antag -3.
O=C(CCCNC(=O)c1ccc(Cl)cc1)Nc1ccc(S(=O)(=O)Nc2ncccn2)cc1 was read as M1 ag parental 1.1, OXTR potentiator -5, CHRM4 agonist 0, CHO parental Ca -16, M1 antag -13, CHO-K1 Ca antag -6, CHRM1 PAM 6, CHRM1 agonist -2 and M4 antag -4.
Cc1ccc2c(c1)N(S(=O)(=O)c1ccc3c(c1)NC(=O)CC(=O)N3)CCO2 was read as M1 ag parental -0.3, OXTR potentiator -5, CHRM4 agonist 1, CHO parental Ca 0, M1 antag -9, CHO-K1 Ca antag 3, CHRM1 PAM 2, CHRM1 agonist -4 and M4 antag 12.
Screening O=C1CSc2ccc(C(=O)NCCc3ccc(Cl)cc3Cl)cc2N1 returned M1 ag parental 3.5, OXTR potentiator -9, CHRM4 agonist 16, CHO parental Ca 0, M1 antag -9, CHO-K1 Ca antag -7, CHRM1 PAM 5, CHRM1 agonist 1 and M4 antag -5.
For CCC1CCCCN1S(=O)(=O)c1ccc2c(c1)CCN2C(C)=O (stereo not given) the results were M1 ag parental 0.3, OXTR potentiator -17, CHRM4 agonist 1, CHO parental Ca -13, M1 antag -2, CHO-K1 Ca antag 1, CHRM1 PAM 5, CHRM1 agonist -2 and M4 antag 2.
`CC1Cc2nc(SCC(=O)N3CCN(c4ccccc4)CC3)n(C)c(=O)c2S1` (stereo not given) gave M1 ag parental 1.0, OXTR potentiator -4, CHRM4 agonist 3, CHO parental Ca -11, M1 antag -7, CHO-K1 Ca antag -11, CHRM1 PAM 5, CHRM1 agonist -7 and M4 antag -16.
Screening O=C(CCCC(=O)N(CC(=O)NC1CCCC1)C1CCCC1)Nc1ccccn1 returned M1 ag parental -0.2, OXTR potentiator -2, CHRM4 agonist 0, CHO parental Ca -6, M1 antag -7, CHO-K1 Ca antag -14, CHRM1 PAM 4, CHRM1 agonist -4 and M4 antag 3.
C/C(=N\NC(=S)NCc1ccccc1)c1cccs1 was read as M1 ag parental 0.8, OXTR potentiator -13, CHRM4 agonist 0, CHO parental Ca -5, M1 antag 10, CHO-K1 Ca antag 1, CHRM1 PAM -6, CHRM1 agonist -6 and M4 antag -12.

Bioassay records (PubChem BioAssay)
